Bioassay records from PubChem BioAssay.
MPTP inh: mitochondrial permeability transition pore inhibitors, primary screen, biochemical, isolated mouse mitochondria, absorbance | Ca2+ swelling absorbance, 30 min | inhibition, % at 10 µM | 1.4% of 360,000 active;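 active = inhibition of 50% or more, scaled per plate between neutral and stimulator controls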;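 note: 0% = DMSO wells given calcium and 100% = 1 mM EGTA wells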
An asterisk follows results filed as active.

Results for Cc1ccc(S(=O)(=O)NC(=O)C2(C)CCN2C(=O)CCc2ccc(Cl)cc2Cl)nc1 (configuration not stated) ?
MPTP inh: -0.8

How did CC1=C(C(=O)N2CCOCC2)CC(CC(=O)NC(c2ccccc2)c2ccccc2)C(=O)N1Cc1ccc(C(C)(C)C)cc1 (configuration not stated) do in these assays?
MPTP inh: 0.6

How did Cc1noc(C)c1S(=O)(=O)N(C)C[C@H]1OCc2cnnn2CCCC(=O)N([C@H](C)CO)C[C@@H]1C do in these assays?
MPTP inh: -1.4

Results for CCCc1cc(NCCOCCO)n2c(nc3ccccc32)c1C#N ?
MPTP inh: 0.6

How did CC(=O)Nc1ccc(NC(=O)C2(C)Cc3c(-c4cccc(NC(C)=O)c4)ccnc3O2)cc1 (configuration not stated) do in these assays?
MPTP inh: 0.5

How did CCCCNC(=O)c1nc(C2CCN(S(=O)(=O)c3c(F)cccc3F)CC2)oc1-c1ccccc1 do in these assays?
MPTP inh: 0.5

Results for OC(c1ccc(F)c(F)c1)c1nc(-c2ccc(Cl)cc2)cs1 (configuration not stated) ?
MPTP inh: 3.0

How did COC(=O)[C@]12CCCCC=C1N(Cc1ccco1)C(=O)[C@H](CC(=O)N1CCOCC1)C2 do in these assays?
MPTP inh: 1.0

What do the screens show for `CC[C@H](C)[C@@H](CO)NC(=O)[C@H]1O[C@@H](n2ccc(=O)[nH]c2=O)[C@H](O)[C@@H]1O`?
MPTP inh: 0.1

What do the screens show for `Cc1ccccc1C(=O)OCC(=O)N1CC(=O)Nc2ccccc21`?
MPTP inh: -0.1

How did CCCCNC(=O)C[C@@H]1C[C@@]2(C(=O)OCC)CCCC=C2N(Cc2ccc(Cl)cc2Cl)C1=O do in these assays?
MPTP inh: -2.0

Results for COc1ccc(CN(C)C[C@@H]2OCCCC[C@H](C)Oc3ccc(NC(=O)Nc4ccc(F)cc4)cc3C(=O)N([C@H](C)CO)C[C@H]2C)cc1 ?
MPTP inh: 3.2

Results for C[C@H](CO)N1C[C@H](C)[C@H](CN(C)S(=O)(=O)c2ccccc2)OCc2ccccc2-c2c(n(C)c3ccccc23)C1=O ?
MPTP inh: -1.5

Results for CCOc1ccc(S(=O)(=O)N2CCCCC2)cc1NC(=O)Cc1cc(OC)c(OC)c(OC)c1 ?
MPTP inh: -0.8

Results for CC(=O)N1CCN(c2cc(-c3ccccc3)nc3cc(-c4cccc(Cl)c4)nn23)CC1 ?
MPTP inh: 0.3

What do the screens show for `COc1ccc(-n2nnnc2C(CCSC)N2CCN(C/C=C/c3ccccc3)CC2)cc1` (configuration not stated)?
MPTP inh: 1.1

How did CCOc1ccc(Cl)cc1-c1cc(C(=O)NCCc2ccncc2)[nH]n1 do in these assays?
MPTP inh: -0.7

How did CC1(C)CC(N2CCOCC2)=CC(=S)N1 do in these assays?
MPTP inh: -1.0

What do the screens show for `C[C@H]1CN([C@@H](C)CO)C(=O)CCCn2cc(nn2)CO[C@@H]1CN(C)C(=O)Nc1cccc(F)c1`?
MPTP inh: -0.1

What do the screens show for `CC1(C(=O)Nc2ccc3c(c2)OCCO3)CCC(=O)N1C1CCN(Cc2ccccc2)CC1` (configuration not stated)?
MPTP inh: -2.1

How did CC1=C(C(=O)N(C)C)CC(CC(=O)NC2CC2)C(=O)N1CCC1=CCCCC1 (configuration not stated) do in these assays?
MPTP inh: 1.6

Results for C=CCNc1ncnc2c1ncn2[C@H]1CN(CCN2CCOCC2)C[C@@H](CO)O1 ?
MPTP inh: -1.0

How did Cn1c(=O)c2cc(NC(=O)NCCc3ccccc3)ccc2n1Cc1cccc(C(F)(F)F)c1 do in these assays?
MPTP inh: 6.3

What do the screens show for `COC(=O)/C=C1\OCc2ccccc21`?
MPTP inh: 1.1

What do the screens show for `CCC(Sc1nc2ccsc2c(=O)n1Cc1ccc(C(=O)O)cc1)C(=O)Nc1ccc(Cl)cc1` (configuration not stated)?
MPTP inh: 4.7

How did CSc1ccccc1NC(=O)CN(C)C(=O)CNC(=O)c1ccc(Oc2ccccc2)cc1 do in these assays?
MPTP inh: 2.4

How did CCCCN(C(=O)c1cccc(-n2cnnn2)c1)c1c(N)n(CCCC)c(=O)[nH]c1=O do in these assays?
MPTP inh: -1.0

How did COc1ccccc1C(NC(=O)C1CCN(CCOc2ccc(Cl)cc2Cl)CC1)c1ccccn1 (configuration not stated) do in these assays?
MPTP inh: -0.8

Results for Cc1ccc(F)c(S(=O)(=O)NC(=O)C2(C)CCN2C(=O)CC(c2ccccc2)c2ccccc2)c1 (configuration not stated) ?
MPTP inh: 0.0

What do the screens show for `CCCCCCN1C[C@H](O)[C@@H](n2cc(COC(=O)c3ccccc3)nn2)C[C@@H]1c1ccccc1`?
MPTP inh: 0.5

2 neighbouring entries out of the list so far, quoted:
How did COc1ccccc1C(NC(=O)C1CCN(CCOc2ccc(Cl)cc2Cl)CC1)c1ccccn1 (configuration not stated) do in these assays?
MPTP inh: -0.8

Results for Cc1ccc(F)c(S(=O)(=O)NC(=O)C2(C)CCN2C(=O)CC(c2ccccc2)c2ccccc2)c1 (configuration not stated) ?
MPTP inh: 0.0

Next part:
Results for O=C(Nc1ccccc1Cl)c1cc(C2CCCCN2S(=O)(=O)c2ccccc2)on1 (configuration not stated) ?
MPTP inh: -0.4

What do the screens show for `Cc1ccc(S(=O)(=O)N(C)C[C@H]2OCc3cn(nn3)CCCC(=O)N([C@H](C)CO)C[C@@H]2C)cc1`?
MPTP inh: -1.5

How did COCc1cc(=O)n2[nH]c(C)c(-c3ccc(Cl)cc3)c2n1 do in these assays?
MPTP inh: -0.3

What do the screens show for `CC(=O)c1ccc(Nc2nc(C(C)N)cs2)cc1` (configuration not stated)?
MPTP inh: -0.9

What do the screens show for `COc1cc(CCN=Cc2ccccc2O)c([N+](=O)[O-])cc1OC`?
MPTP inh: -1.4

Results for CCCc1c(C(=O)N/N=C/c2ccc(OCc3ccc(F)cc3)cc2)nnn1-c1nonc1N ?
MPTP inh: 0.1

How did C[C@@H]1CN([C@@H](C)CO)C(=O)CCCn2nncc2CO[C@H]1CN(C)C(=O)C1CCCCC1 do in these assays?
MPTP inh: -0.4

What do the screens show for `COc1cc(F)ccc1-c1csc(C(NC(C)=O)c2cccc(F)c2)n1` (configuration not stated)?
MPTP inh: 1.6

Results for COc1ccccc1-c1csc(C(NC(C)=O)c2cccc(F)c2)n1 (configuration not stated) ?
MPTP inh: 1.1

What do the screens show for `CN1CCOc2c1cnn(CCO)c2=O`?
MPTP inh: -0.4

How did COC(=O)N(C)C[C@@H]1OCc2cnnn2CCCC(=O)N([C@H](C)CO)C[C@@H]1C do in these assays?
MPTP inh: 0.7

Results for Cc1ccc(S(=O)c2ccc([N+](=O)[O-])c3nonc23)cc1 (configuration not stated) ?
MPTP inh: 4.7

How did Cc1ccc(S(=O)(=O)NCCCCCCNS(=O)(=O)c2ccc(C)cc2)cc1 do in these assays?
MPTP inh: -0.4

Results for CC(=O)Nc1ccc(/C=N/NC(=O)CC2CCCCC2)cc1 ?
MPTP inh: -0.5

How did CC1(C(=O)NS(=O)(=O)c2cccc(Cl)c2)CCN1C(=O)c1cccc(F)c1 (configuration not stated) do in these assays?
MPTP inh: -0.3

What do the screens show for `CSc1ccc(CN2CCC(C)(Oc3ccc(-n4ccnc4)cc3)C2)cc1` (configuration not stated)?
MPTP inh: 2.9

What do the screens show for `C[C@H](CO)N1C[C@H](C)[C@H](CN(C)C(=O)Nc2cccc3ccccc23)OCc2cnnn2CCCC1=O`?
MPTP inh: -0.7

What do the screens show for `CCCNC(=O)c1cc(C2CCCN(C(=O)c3ccccc3)C2)on1` (configuration not stated)?
MPTP inh: 0.5

Results for Cn1cc([C@]2(O)C(=O)N(c3ccccc3)c3ccccc32)c2ccccc21 ?
MPTP inh: -0.9

What do the screens show for `COCCCN1C(=O)C(CC(=O)NC2CCCCC2)CC(C(=O)N2CCCCCC2)=C1C` (configuration not stated)?
MPTP inh: 1.4

What do the screens show for `O=C(Cc1cc(C(F)(F)F)cc(C(F)(F)F)c1)Nc1c(-c2ccccc2)[nH][nH]c1=O`?
MPTP inh: 2.5

Results for COc1ccc(NC(=O)C2Cc3c(-c4ccccc4Oc4ccccc4)ccnc3O2)cn1 (configuration not stated) ?
MPTP inh: 2.4

Results for CCCCN(CCCNC(=O)c1ccc2c(c1)NC(=O)CN2C)c1ccccc1 ?
MPTP inh: 0.2

How did COc1cc(/C=C/CNC[C@H]2O[C@@H](n3cnc4c(N)ncnc43)[C@H](O)[C@@H]2O)ccc1O do in these assays?
MPTP inh: 0.8

Results for CC1(c2nnnn2Cc2ccccc2)CCC(=O)N1CCc1ccc(O)cc1 (configuration not stated) ?
MPTP inh: 0.8

Results for O=C(CCNS(=O)(=O)c1ccc(F)cc1)N1CCN(c2ncccn2)CC1 ?
MPTP inh: -1.7

What do the screens show for `Cc1cc(C(=O)COc2ccc(Br)cc2F)c(C)n1CC1CCCO1` (configuration not stated)?
MPTP inh: -0.2

How did CC(C)(C)c1ccc(S(=O)(=O)NC(=O)C2(C)CCN2C(=O)Cc2cc(F)ccc2F)cc1 (configuration not stated) do in these assays?
MPTP inh: 0.1

Results for CC1(C(=O)NS(=O)(=O)Cc2ccccc2C(F)(F)F)CCN1C(=O)C/C=C/c1ccccc1 (configuration not stated) ?
MPTP inh: -0.5

Results for O=C(CN1CCCC1)Nc1nc(-c2ccc(Cl)cc2)cs1 ?
MPTP inh: 2.8

What do the screens show for `C#CCNC(=O)C[C@@H]1C[C@@]2(C(=O)OC)CCCCC=C2N(CCC2=CCCCC2)C1=O`?
MPTP inh: -0.2

Results for NC(c1csc(Nc2ccc(C(=O)c3ccccc3)cc2)n1)c1ccccc1Cl (configuration not stated) ?
MPTP inh: 4.7

Results for Cc1ccc([C@H]2N[C@]3(CCCN(Cc4ccc(C(F)(F)F)cc4)C3=O)[C@H]3C(=O)N(Cc4ccccc4)C(=O)[C@@H]23)cc1 ?
MPTP inh: -2.4

How did CC1OC(CCc2cccc(Cl)c2)Cc2[nH][nH]c(=O)c21 (configuration not stated) do in these assays?
MPTP inh: 0.4

Results for O=C(COC(=O)c1cccc(F)c1)Nc1cccc(S(=O)(=O)N2CCCCC2)c1 ?
MPTP inh: -0.6

What do the screens show for `COc1ccc(OC)c2c1CCC1(C2)NC(=O)NC1=O` (configuration not stated)?
MPTP inh: -1.5

How did COc1ccc(CC(=O)NCCc2ccc3c(c2)OCO3)cc1OC do in these assays?
MPTP inh: -1.9

What do the screens show for `O=S(=O)(N[C@@H]1CC[C@H](CCNS(=O)(=O)c2ccccc2Cl)O[C@@H]1CO)c1ccccc1`?
MPTP inh: 0.6

How did O=C(COC(=O)C1COc2ccccc2O1)c1ccccc1 (configuration not stated) do in these assays?
MPTP inh: 0.7

What do the screens show for `CC(=O)Nc1ccc(S(=O)(=O)N(CC(=O)NCC2CCCO2)Cc2ccccc2Cl)cc1` (configuration not stated)?
MPTP inh: -1.7

How did COc1cccc(C(C)(O)c2nc(/C=C/c3ccccc3)cs2)c1 (configuration not stated) do in these assays?
MPTP inh: 7.5

What do the screens show for `Cc1cn([C@H]2C[C@H](O)[C@@H](/C=C/C(=O)NCCc3ccc4c(c3)OCO4)O2)c(=O)[nH]c1=O`?
MPTP inh: -0.5

What do the screens show for `CCCC(=O)N1CCC1(C)C(=O)NCc1ccc(SC)cc1` (configuration not stated)?
MPTP inh: -1.3

How did O=C(Nc1ccc(F)cc1)C(c1cc2ccccc2o1)N1CCN(CC(=O)N2CCCC2)CC1 (configuration not stated) do in these assays?
MPTP inh: 0.3

Results for CCNC(=O)C1(C)CCN1CCS(=O)(=O)c1ccc(C)cc1 (configuration not stated) ?
MPTP inh: -0.8

14 neighbouring entries out of the list so far:
What do the screens show for `COc1cc(CCN=Cc2ccccc2O)c([N+](=O)[O-])cc1OC`?
MPTP inh: -1.4

Results for CCCc1c(C(=O)N/N=C/c2ccc(OCc3ccc(F)cc3)cc2)nnn1-c1nonc1N ?
MPTP inh: 0.1

How did C[C@@H]1CN([C@@H](C)CO)C(=O)CCCn2nncc2CO[C@H]1CN(C)C(=O)C1CCCCC1 do in these assays?
MPTP inh: -0.4

What do the screens show for `COc1cc(F)ccc1-c1csc(C(NC(C)=O)c2cccc(F)c2)n1` (configuration not stated)?
MPTP inh: 1.6

Results for COc1ccccc1-c1csc(C(NC(C)=O)c2cccc(F)c2)n1 (configuration not stated) ?
MPTP inh: 1.1

What do the screens show for `CN1CCOc2c1cnn(CCO)c2=O`?
MPTP inh: -0.4

How did COC(=O)N(C)C[C@@H]1OCc2cnnn2CCCC(=O)N([C@H](C)CO)C[C@@H]1C do in these assays?
MPTP inh: 0.7

Results for Cc1ccc(S(=O)c2ccc([N+](=O)[O-])c3nonc23)cc1 (configuration not stated) ?
MPTP inh: 4.7

How did Cc1ccc(S(=O)(=O)NCCCCCCNS(=O)(=O)c2ccc(C)cc2)cc1 do in these assays?
MPTP inh: -0.4

Results for CC(=O)Nc1ccc(/C=N/NC(=O)CC2CCCCC2)cc1 ?
MPTP inh: -0.5

How did CC1(C(=O)NS(=O)(=O)c2cccc(Cl)c2)CCN1C(=O)c1cccc(F)c1 (configuration not stated) do in these assays?
MPTP inh: -0.3

What do the screens show for `CSc1ccc(CN2CCC(C)(Oc3ccc(-n4ccnc4)cc3)C2)cc1` (configuration not stated)?
MPTP inh: 2.9

What do the screens show for `C[C@H](CO)N1C[C@H](C)[C@H](CN(C)C(=O)Nc2cccc3ccccc23)OCc2cnnn2CCCC1=O`?
MPTP inh: -0.7

What do the screens show for `CCCNC(=O)c1cc(C2CCCN(C(=O)c3ccccc3)C2)on1` (configuration not stated)?
MPTP inh: 0.5

(continued)
How did CCCCNC(=O)c1nc(C2CCN(S(=O)(=O)c3c(OC)cccc3OC)CC2)oc1-c1ccccc1 do in these assays?
MPTP inh: 0.7

What do the screens show for `CC1=C(C(=O)N2CCOCC2)CC(CC(=O)NC2CCCC2)C(=O)N1CCCN1CCCC1=O` (configuration not stated)?
MPTP inh: -0.4

Results for CCOC(=O)C(=O)N(C)c1c(CC)nc2c(OCc3ccccc3C)cccn12 ?
MPTP inh: 2.8

Results for CCCCn1nnnc1C1(C)CCC(=O)N1Cc1ccc(OC)c(OC)c1 (configuration not stated) ?
MPTP inh: -0.3

What do the screens show for `Cc1nc2ccc(C(=O)N3c4ccccc4N=C(c4ccc5c(c4)OCO5)C3C(=O)NCc3ccccc3)cc2[nH]1` (configuration not stated)?
MPTP inh: 1.2

What do the screens show for `Cc1cc(OC(=O)Nc2ccccc2)ccc1Cl`?
MPTP inh: 0.1

What do the screens show for `CCc1nc2ccc(C(=O)NC(C)(C)C)cn2c1N(CC)Cc1cccc(Br)c1`?
MPTP inh: -1.4

A portion of the library; the hit share may differ from the screen's.
